# All columns: NCI-60 one-dose screen, growth in % after 48 h at 10 µM unless noted; 100 = growth as untreated, 0 = no growth, -100 = all killed.
# UACC-62: UACC-62 melanoma; 81,000 compounds, 5.4% hits; AID 1794756
# T-47D: T-47D breast cancer; AID 1794792; 79,000 compounds, 5% hits
# SK-MEL-2: SK-MEL-2 melanoma | 77,000 compounds, 4.7% hits
# HS 578T: HS 578T breast cancer; AID 1794788; 78,000 compounds, 4.1% hits
# BT-549: BT-549 breast cancer; 78,000 compounds, 4.4% hits
# MALME-3M: MALME-3M melanoma. 78,000 compounds, 5.8% hits. AID 1794766
# UACC-257: UACC-257 melanoma. 78,000 compounds, 4.4% hits. AID 1794764
# LOX IMVI: LOX IMVI melanoma. 79,000 compounds, 7.4% hits. AID 1794757
# * marks the source's active call; other numbers are inactive results; / = not tested or not shown. How the source made its calls: active means growth percent below 10; inactive means the rest.
Structure,UACC-62,T-47D,SK-MEL-2,HS 578T,BT-549,MALME-3M,UACC-257,LOX IMVI
NC(=O)SCC(N)C(=O)O (configuration not stated),99.2,87.1,143.7,80.0,113.6,107.6,/,102.4
CCOC(=O)C(C(=O)OCC)c1ccc(Cl)cc1,95.2,101.6,98.4,100.0,94.6,106.5,103.0,101.7
Cc1ccc(C(=O)/C=C/c2cc3ccccc3n3nnnc23)cc1,97.0,95.3,115.0,102.9,104.2,101.7,103.7,104.2
NC(=O)N/C=C1\CCCOC1=O,98.8,114.0,115.3,97.8,128.1,109.8,98.1,94.9
Nc1nn2c(-c3cc4cc(Br)ccc4oc3=O)ccnc2c1N=Nc1ccc(C(=O)O)cc1,114.0,103.6,106.2,125.6,116.7,57.7,109.2,111.0
COc1ccc2ccccc2c1/C=C(\C#N)C(=O)N1c2ccccc2Sc2ccc(SC)cc21,94.6,86.9,107.0,102.3,106.9,100.8,99.6,/
O=C1NC(c2ccc(Cl)c(Cl)c2)=C/C1=C/c1ccc([N+](=O)[O-])cc1,95.0,101.0,97.8,100.3,101.4,100.2,102.0,/
COC(=O)c1nc(=S)[nH]c(C(=O)OC)c1C(=O)c1ccc(OC)cc1,95.9,125.2,103.6,76.1,108.6,97.5,109.2,94.8
COC(=O)c1n[nH]c2ccc3nc(-c4cn[nH]c4C(F)(F)F)c4c(c3c12)CCCC4,21.6,57.0,11.9,9.9*,35.5,28.9,28.9,21.7
CC(=O)N1N=C(c2cccc(Nc3ccncc3)c2)CC1c1ccc2c(c1)OCO2 (configuration not stated),91.9,74.1,99.9,80.0,-44.5*,74.9,100.4,81.7
O=c1[nH]c(=S)n2c(c1-c1ccccc1)OC(CBr)C2 (configuration not stated),107.3,95.1,103.3,97.8,102.3,94.0,103.1,101.5
O=C1CC2(CCCCC2)Oc2ncccc21,94.8,109.1,107.7,106.1,113.7,102.6,100.6,103.0
O=c1[nH]c(Cc2nc(-c3ccc(Cl)cc3)cs2)nc2c(-c3nc4ccccc4s3)c(S)sc12,74.2,67.4,89.4,99.5,102.3,101.1,88.4,96.1
CCCCN(CCCC)CC(CN(CCCC)CCCC)OC(=O)Nc1ccccc1,55.1,62.7,93.4,96.9,76.8,96.4,97.4,68.4
O=c1ccc2cc(Cl)ccc2o1,104.8,106.8,103.3,102.5,99.9,101.8,100.1,100.5
N=C(N)SCCCCCCCCCSC(=N)N,79.4,84.7,124.7,88.4,68.4,103.3,102.8,83.1
O=C1CCc2ccc(OCc3cn(Cc4ccccc4Cn4cc(COc5ccc6c(c5)NC(=O)CC6)nn4)nn3)cc2N1,80.0,65.8,92.5,88.8,97.3,103.7,107.5,85.8
COc1ccc2[nH]c(O)c(C(=Nc3ccc(N(C)C(=O)CN4CCN(C)CC4)cc3)c3ccccc3)c2c1,75.3,53.4,33.2,-16.8*,35.8,43.5,65.9,9.1*
O=C(/C=C/C=C/c1ccccc1)c1ccco1,72.1,67.5,103.2,62.6,113.1,113.4,107.6,64.8
CCCCCCCCCCCCCCCCCCOc1ccccc1CC(=O)NCCN(C)C,76.6,89.1,85.0,64.2,91.1,89.2,88.8,63.6
NNCc1ccccc1Cl,103.7,90.1,105.6,113.3,77.9,116.2,101.3,108.4
O=C(N/N=C1\c2ccccc2-c2cccc(C(=O)O)c21)c1ccccc1,91.2,73.3,95.3,83.1,109.1,86.2,100.6,94.4
CC1(C)CC[C@]23CC[C@]4(C)[C@H](CC[C@@H]5[C@@]6(C)CCC(=O)NC(C)(C)[C@@H]6CC[C@]54C)[C@H]2[C@H]1OC3=O,96.2,99.5,102.9,92.7,108.5,100.9,100.9,98.0
CC1CC(C)c2ccccc21 (configuration not stated),97.5,90.6,126.6,97.8,124.1,94.0,/,86.6
N#Cc1c(-c2ccco2)nc(N2N=C(c3ccccc3)CC2c2ccccc2)[nH]c1=O (configuration not stated),94.0,66.0,94.6,103.3,91.6,100.6,105.1,83.7
NCC(=O)NC(CO)C(=O)O (configuration not stated),88.3,/,123.4,91.7,90.9,96.7,91.3,100.9
O=C(c1c(F)c(F)c(F)c(F)c1F)n1ccnc1,92.2,/,116.1,98.7,100.8,96.5,101.2,106.1
COCCCN(C(=O)c1cccc(C)c1)c1c(N)n(Cc2ccccc2)c(=O)[nH]c1=O,67.8,108.8,90.5,83.8,110.9,98.4,/,100.1
CO[C@H]1O[C@@H]2[C@H](C)OC(=O)CCCCC(=O)[C@@H]2CC1(OC)OC,99.3,107.5,111.4,98.2,104.6,107.7,106.1,86.4
CCCCN1C(=O)/C(=c2\sc3n(c2=O)C2C(NN=3)N(CC)C(=O)N2CC)c2ccccc21 (configuration not stated),18.9,20.5,21.9,6.5*,20.6,36.4,-9.6*,20.1
CCCNc1nnc(COc2ccc(CNC(=O)CCCC/C=C/C(C)C)cc2OC)o1,84.5,88.8,104.0,95.4,93.7,/,99.6,92.0
O=C(Nc1ccc(Cl)cc1F)c1cc(F)ccc1O,-7.4*,-8.1*,-29.8*,1.1*,/,-21.5*,-17.3*,9.7*
COc1ccc(/C=C/C=C/C(=O)c2ccc(NC(=S)Nc3ccccc3)cc2)cc1,95.1,99.0,115.6,99.7,95.7,104.3,93.7,105.6
CC(=O)Oc1cc2c(s1)CCN([C@H](C(=O)C1CC1)c1ccccc1F)C2,88.8,101.4,/,115.8,117.8,109.7,103.7,100.3
COc1ccc(C(=O)CSc2nc(-c3cc(OC)ccc3OC)cc(-c3ccc(Cl)cc3)c2C#N)cc1,16.8,32.3,70.8,57.8,10.8,-6.4*,58.0,68.5
COc1cc2c3c(n([C@@H]4CCOC4)c(=O)c2cc1OC)-c1cc2c(cc1C3=O)OCO2,3.1*,21.7,94.0,108.9,46.2,75.6,/,9.5*
COC1=CC(c2ccc[nH]2)=N/C1=C\c1[nH]c(C)c(C(=O)CCCCCCCCC(=O)Oc2ccc3c(c2)CCC2C3CC[C@]3(C)C(=O)CC[C@@H]23)c1C (some centres not stated),109.7,86.0,104.0,88.0,95.5,95.3,109.5,/
Cc1nc(C(Cl)Cl)nc2cc(-c3ccccc3)nn12,80.9,77.0,92.5,51.6,100.1,103.5,98.6,98.0
CC/C(=C\c1cccc([N+](=O)[O-])c1)c1ccncc1,77.3,72.3,101.5,80.5,75.1,104.9,75.8,103.8
COc1cc(Cl)cc(-c2nn(-c3cccc(NC(=O)c4cc(C(F)(F)F)cc(C(F)(F)F)c4)c3)cc2-c2ccncc2)c1,81.4,53.4,/,81.1,96.8,104.4,79.3,76.1
COc1ccc(Nc2nn3c(-c4ccccc4)cc(-c4ccccc4)nc3c2C(N)=O)c(OC)c1,40.7,34.9,70.1,56.8,46.5,44.7,62.4,54.6
O=C(Nc1cccc(Cl)c1)Nc1nc2ccc([N+](=O)[O-])cc2o1,2.0*,-10.9*,3.6*,36.4,24.0,-4.2*,1.9*,/
CCCCNC(=S)Nc1ccc(S(=O)(=O)Nc2ccc(Cl)nn2)cc1,90.6,102.3,107.6,96.1,93.9,109.8,104.3,91.1
COc1ccc(/C=C2/CN(C(=O)c3ccc([N+](=O)[O-])cc3)C/C(=C\c3ccc(OC)cc3)C2=O)cc1,105.6,101.9,96.8,92.8,103.2,94.0,103.9,98.5
CON(C)C(=O)c1cc(-c2ccc(Cl)cc2)n(-c2ccc(S(C)(=O)=O)cc2)n1,79.7,77.3,107.2,/,79.2,92.5,105.7,/
CCN(CC)CC(O)c1c(OC)ccc2ccccc12 (configuration not stated),99.2,103.7,114.3,91.7,110.3,121.3,112.3,101.7
O=C1NC(=S)N/C1=C\c1ccc(O)cc1,94.9,103.1,105.3,/,105.4,98.4,105.7,106.7
COc1cc(C(=O)N(c2cccc(C(F)(F)F)c2)C(C(=O)NC2CCCCC2)c2ccc(OC)c(OC)c2OC)cc(OC)c1OC (configuration not stated),81.4,90.5,79.2,86.6,93.8,108.1,89.2,97.3
CCOC(=O)c1csc(NC(=S)Nc2ccc(Oc3ccccc3)cc2)n1,64.4,68.0,84.3,82.6,85.7,89.7,80.2,98.1
CNCCCn1c2c(c3ccc([N+](=O)[O-])cc3c1=O)C(=O)c1cc(OC)cnc1-2,-77.1*,-7.2*,-43.9*,15.6,-25.6*,-69.2*,-23.1*,-89.0*
CCOC(=O)c1c2ncccc2n2c(=O)n(-c3cccc(Cl)c3)nnc12,40.7,65.9,115.5,100.2,69.4,105.0,106.8,30.1
Cn1c(=O)c2[nH]c(CCC3CCCCC3)nc2n(C)c1=O,90.1,96.6,90.1,102.4,92.2,99.6,85.4,98.0
CCCCn1cnc2c(=O)[nH]c(N)nc21,96.0,92.6,93.3,102.8,101.6,101.9,98.3,97.1
O=c1n(Cn2cnn(-c3ccccc3)c2=O)cnn1-c1ccccc1,94.2,/,100.0,88.9,95.5,93.1,94.0,94.4
O=C1NC(=O)C(c2coc3ccc(F)cc23)=C1c1c[nH]c2ccc(Br)cc12,67.9,49.6,92.7,87.0,76.8,90.5,107.8,/
COc1cc([C@@H]2c3cc4c(cc3[C@H](O)[C@H]3COC(=O)[C@H]23)OCO4)cc(OC)c1OC,40.5,65.5,/,26.9,7.3*,54.2,53.2,22.0
C#CCOc1ccc(CNS(=O)(=O)c2ccc(C)cc2)cc1OC,101.2,108.0,103.2,99.2,107.0,103.0,103.4,99.8
c1csc(-c2cc(-c3cc(-c4cccs4)[nH]n3)n[nH]2)c1,84.4,/,132.5,74.6,90.7,88.3,109.0,87.2
COc1ccc(-c2ccc(/C=N/NC(=O)c3[nH]c4ccc(Br)cc4c3-c3ccccc3)o2)cc1,30.4,37.4,34.3,28.5,75.6,47.0,63.2,26.7
COc1cccc2cc(C(=O)CSc3nnnn3-c3ccccc3)c(=O)oc12,82.4,98.1,107.8,111.0,116.0,108.3,85.4,98.1

# Reformatted field by field: 4 of the compounds above
COc1ccc2ccccc2c1/C=C(\C#N)C(=O)N1c2ccccc2Sc2ccc(SC)cc21
- UACC-62 = 94.6
- T-47D = 86.9
- SK-MEL-2 = 107.0
- HS 578T = 102.3
- BT-549 = 106.9
- MALME-3M = 100.8
- UACC-257 = 99.6
- LOX IMVI = /

O=C1NC(c2ccc(Cl)c(Cl)c2)=C/C1=C/c1ccc([N+](=O)[O-])cc1
- UACC-62 = 95.0
- T-47D = 101.0
- SK-MEL-2 = 97.8
- HS 578T = 100.3
- BT-549 = 101.4
- MALME-3M = 100.2
- UACC-257 = 102.0
- LOX IMVI = /

COC(=O)c1nc(=S)[nH]c(C(=O)OC)c1C(=O)c1ccc(OC)cc1
- UACC-62 = 95.9
- T-47D = 125.2
- SK-MEL-2 = 103.6
- HS 578T = 76.1
- BT-549 = 108.6
- MALME-3M = 97.5
- UACC-257 = 109.2
- LOX IMVI = 94.8

COC(=O)c1n[nH]c2ccc3nc(-c4cn[nH]c4C(F)(F)F)c4c(c3c12)CCCC4
- UACC-62 = 21.6
- T-47D = 57.0
- SK-MEL-2 = 11.9
- HS 578T = 9.9*
- BT-549 = 35.5
- MALME-3M = 28.9
- UACC-257 = 28.9
- LOX IMVI = 21.7

# The listing continues:
Structure,UACC-62,T-47D,SK-MEL-2,HS 578T,BT-549,MALME-3M,UACC-257,LOX IMVI
O=C(Nc1cccc2ccccc12)c1cc2c(cc1Br)OCO2,85.5,83.9,129.8,124.5,61.0,89.4,113.7,91.0
C=CCCCCOc1cccc(/C=C2\N=C3SCCCN3C2=O)c1,87.6,-2.8*,91.3,112.3,94.4,115.2,111.5,88.7
S=C1NCCNC(=S)SSSS1,104.7,110.1,141.9,/,124.0,116.8,89.6,105.7
CC(=O)Nc1cccc2cc(S(=O)(=O)O)ccc12,103.9,97.3,114.5,97.8,112.5,110.1,114.6,99.3
Cc1ccc(C(O)C2CC2)cc1 (configuration not stated),98.8,97.4,104.0,104.1,106.6,100.9,89.5,100.2
COc1ccc(/C=c2\[nH]c3nc4c(c(-c5ccccc5)cn4-c4ccccc4)c(=N)n3c2=O)cc1,99.9,86.1,/,104.3,99.7,92.3,/,92.6
O=C1/C(=C/C2=Cc3ccccc3OC2)SC(=S)N1c1ccc2c(c1)OCO2,97.8,102.4,110.8,101.1,/,103.3,98.8,98.9
C#CCNC(=O)c1ccc(N=Nc2ccccc2)cc1,75.8,95.3,102.5,100.0,94.8,92.9,112.1,100.3
Cc1ccc(NC(=S)/N=c2/n(-c3ccccc3)nc3n2CCN3C2=NCCN2)cc1,99.2,92.2,109.1,110.9,-7.0*,113.4,109.2,107.9
O=C(/C=C/c1ccc(O)c(O)c1)O[C@@H]1C[C@]2(O)C[C@@H](OC2=O)[C@@H]1O,93.5,96.3,110.6,113.0,104.6,97.8,101.9,96.4
Nc1ccc(C(=O)O)c(O)c1,98.2,97.3,92.8,113.8,103.0,116.2,98.5,95.0
CC1(C)CC[C@]23CC[C@]4(C)[C@H](CC[C@@H]5[C@@]6(C)CC(CCC#N)(CCC#N)C(=O)C(C)(C)[C@@H]6CC[C@]54C)[C@H]2[C@H]1OC3=O,77.9,79.4,108.6,83.1,90.2,98.9,114.8,89.4
CSCC(N)C(=O)O (configuration not stated),98.8,100.3,97.1,104.2,110.3,103.1,100.5,98.7
O=c1nc(NO)[nH]c(=O)n1Cc1ccc(F)cc1,107.7,97.0,/,111.9,101.9,103.3,/,101.1
O=C(CS(=O)(=O)c1ccccc1)c1cc2cc(Br)ccc2oc1=O,101.5,91.3,112.9,104.6,94.4,105.1,81.7,100.3
CC(C)(C)c1ccc(NS(=O)(=O)c2ccc3nc(NC(=O)c4cnccn4)[nH]c3c2)cc1,40.4,25.6,45.3,-1.9*,26.6,31.9,46.7,40.4
Cc1cc(C)c2c(=O)c(C(N)=O)cn3c2c1C(=O)CC3,93.8,85.3,102.0,107.6,96.1,92.9,100.1,97.1
CC1C(=O)OC(=O)N1c1ccccc1 (configuration not stated),96.5,92.5,/,104.8,/,/,132.5,109.7
c1ccc(CN2COc3c(ccc4c3OCN(Cc3ccccc3)C4)C2)cc1,-39.1*,13.1,/,53.6,12.6,28.4,12.1,/

# Source: PubChem
